# Granule exo inh: LAMP-1 surface exposure blockers, TALL-104 cells – cell-based, flow cytometry, MLPCN library, primary screen | TALL-104 LAMP-1 surface exposure; cells stimulated with thapsigargin and PMA | inhibition, % at 10 µM | 0.66% of 360,000 active | AID 651702, 2012;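 active = inhibition above about 55%, limit read from the data; inconclusive = no clear call, values can overlap the other calls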
# CaV13 FRET inh: Disruptors of the CACNA1D IQ motif to Ca2+-dependent inactivation inhibitor domain association, primary screening, Förster resonance energy transfer in intact living …; HEK cells, CFP/YFP FRET ICDI-IQ, plate reader, 10 min; percent FRET-ratio fall versus neutral wells; inhibition, % at 12.3 µM; 0.098% of 340,000 active;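 active = mean replicate inhibition of at least 30% and at least 1% of replicates passing that level; inconclusive = only one of the two criteria is met; inactive = neither criterion is met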;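 also: 0% = median of the neutral control wells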
# aDG glyco act: activators of alpha-DG glycosylation, primary screen, uHTS, Pro5-aDG cells, AlphaScreen | alpha-DG glycosylation AlphaScreen (IIH6); 0% Pro5, 100% B10-LARGE cell signal | activation, % at 10 µM | 0.22% of 360,000 active | AID 624168, 2012;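 active = activation of at least 8% versus controls, or a plate z-score of at least 8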;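 also: Pro5 are CHO cells carrying HIG-tagged alpha-DG that lacks glycosylation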
# HIF-2a inh: HIF-2a reporter inhibitors, primary screen, luminescence, 786-0 RCC cells | AID 624352, 2012 | 0.72% of 360,000 active | inhibition, % at 18.8 µM | 786-0 RCC cells HIF-2a reporter, luciferase luminescence, overnight;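 active = inhibition of the luminescence signal of 40% or more relative to plate controls, in a single-dose primary screen at 18.75 µM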
# NR2E3 ag-1: NR2E3 agonists in two-hybrid cells, primary screen, cell-based, luminescence, CHO-S, Gal4-NCOR/VP16-NR2E3; Photoreceptor-specific nuclear receptor (Homo sapiens), Q9Y5X4; luciferase; inhibition of corepressor binding, % at 3.98 µM; 0.35% of 360,000 active; AID 602229, 2012;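 active = inhibition above the mean of all tested compounds plus 3 SD, cut at about 70% in these data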;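 also: 0% = DMSO with NR2E3 transfected cells and 100% = cells lacking NR2E3 construct; higher means lower luciferase signal from less NR2E3 corepressor binding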
# Target sequence (Q9Y5X4 whole entry, looked up, the tested form may be a part): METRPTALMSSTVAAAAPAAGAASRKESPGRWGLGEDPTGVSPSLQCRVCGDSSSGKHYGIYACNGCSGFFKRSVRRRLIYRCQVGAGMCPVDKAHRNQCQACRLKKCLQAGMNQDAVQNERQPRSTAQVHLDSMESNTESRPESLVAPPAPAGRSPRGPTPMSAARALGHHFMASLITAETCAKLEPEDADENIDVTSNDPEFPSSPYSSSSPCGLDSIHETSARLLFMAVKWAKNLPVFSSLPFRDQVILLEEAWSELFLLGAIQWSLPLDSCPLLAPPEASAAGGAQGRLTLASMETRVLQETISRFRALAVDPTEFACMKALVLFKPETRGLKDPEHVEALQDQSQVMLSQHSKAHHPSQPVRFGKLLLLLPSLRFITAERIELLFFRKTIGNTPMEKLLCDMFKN
# Vif inh: HIV Vif self-association inhibitors, primary screen, imaging, HEK293T, single point. HEK293T cells, Vif self-association by quenched fluorescence, 24 h. inhibition, % at 7.49 µM. 0.35% of 340,000 active. AID 602346, 2012; in the data active = inhibition above about 50%, passing the limit was not always enough; inconclusive = no clear call, values can overlap the other calls; inactive = below about 31%; also: some results filed as inactive read as strong as hits
# PDI inh: inhibitors of human PDI, primary screen, biochemical, turbidity, single point, plate reader | Protein disulfide-isomerase (Homo sapiens), P07237 | PDI insulin aggregation turbidity, A650, 90 min | inhibition, % at 10 µM | 0.052% of 350,000 active;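 active = mean inhibition across replicates of 30% or more, whatever share of single replicates reach that level; inconclusive = mean inhibition below 30% while every single replicate reaches 30%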;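 also: absorbance from insulin aggregation driven by PDI reduction with DTT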
# Target sequence (P07237 whole entry, looked up): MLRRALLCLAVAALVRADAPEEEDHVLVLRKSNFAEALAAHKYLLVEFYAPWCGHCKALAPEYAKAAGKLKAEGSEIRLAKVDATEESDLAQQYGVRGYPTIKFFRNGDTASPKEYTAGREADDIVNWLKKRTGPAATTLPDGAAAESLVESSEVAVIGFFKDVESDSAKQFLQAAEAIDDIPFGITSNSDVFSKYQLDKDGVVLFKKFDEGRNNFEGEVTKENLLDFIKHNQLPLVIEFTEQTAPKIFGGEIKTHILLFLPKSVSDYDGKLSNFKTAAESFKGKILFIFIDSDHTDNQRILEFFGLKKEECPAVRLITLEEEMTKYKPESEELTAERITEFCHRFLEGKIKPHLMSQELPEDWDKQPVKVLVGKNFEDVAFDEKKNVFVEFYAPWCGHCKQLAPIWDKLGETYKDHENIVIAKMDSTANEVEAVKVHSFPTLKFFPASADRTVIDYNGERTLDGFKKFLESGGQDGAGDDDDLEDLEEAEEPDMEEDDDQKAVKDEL
# NR2E3 ag-2: inhibitors of NR2E3-RetCOR corepressor binding, primary screen, NR2E3 agonist project, biochemical, TR-FRET, GST-NR2E3, biotin-RetCOR; Photoreceptor-specific nuclear receptor (Homo sapiens), Q9Y5X4; 1536-well; inhibition of corepressor binding, % at 4.78 µM; 0.12% of 320,000 active; AID 2300, 2010;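 active = percent inhibition above the cutoff of mean plus 3 SD of all tested compounds, set per screening campaign, cut at about 20% in these data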;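 also: 0% = DMSO wells and 100% = biotin wells as full block of FRET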
#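 System: GST-tagged NR2E3 plus biotinylated RetCOR corepressor; Buffer or medium: pH 7.5 Tris-based buffer; Probe or stimulus: RetCOR corepressor, biotinylated, 7 nM; Doses: compound at 4.8 µM, single dose; Schedule: 5 h incubation at 4 °C; Technique: time-resolved FRET; Evaluation: percent inhibition of TR-FRET ratio; Replication: one well per compound, singlicate testing.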
# TRPM1 prom inh: inhibitors of MITF-dependent TRPM1 promoter reporter, primary screen, cell-based, SK-MEL-5, single point, luciferase; SK-MEL-5 TRPM1 promoter luciferase, 24 h; inhibition, % at 12.5 µM; 0.83% of 330,000 active;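 active = mean inhibition across replicates of 60% or more, whatever share of single replicates reaches that level; inconclusive = some that reach 60%, reason not given; inactive = mean inhibition across replicates below 60%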; also: values of inactives mirror those of a sister screen read the other way
# iPSC survival up: enhancers of single-cell hiPSC survival, primary screen, ATPlite luminescence; 100% = ROCK inhibitor wells, 0% = DMSO; survival enhancement, % at 20 µM; 0.044% of 360,000 active; AID 602274, 2012; in the data active = survival enhancement above about 18%;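 also: cells exposed to compounds for 16 hours before the ATP read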
# Peg3 prom inh: Peg3 promoter-driven luciferase inhibitors, primary screen, cell-based, HeLa, luciferase luminescence. AID 588405, 2011. HeLa PEG-Prom luciferase reporter, overnight. 1.7% of 360,000 active. inhibition, % at 20 µM;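 active = inhibition of at least 50% at 20 µM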
# The depositor's hits bear a star; u = inconclusive; x = not tested or not shown.
SMILES,Granule exo inh,CaV13 FRET inh,aDG glyco act,HIF-2a inh,NR2E3 ag-1,Vif inh,PDI inh,NR2E3 ag-2,TRPM1 prom inh,iPSC survival up,Peg3 prom inh
Cn1c(=O)c(=O)n(C)c2cc(N3CCOCC3)c(NS(=O)(=O)c3ccc(F)c(Cl)c3)cc21,-1,-6,0.1,4,-37,5,6,0,-4,0.2,6
COc1ccc(-c2n[nH]c(=S)n2N)c(OC)c1,-4,-2,1.8,7,-8,0,-3,6,7,0.8,4
Cc1noc(/C=C/N(C)C)c1S(=O)(=O)N1CCCC(C(=O)NCCC2=CCCCC2)C1 (stereo not given),-1,-10,0.1,11,-15,19,x,3,-5,-2.1,1
Cc1ccc(C)c(N2CCN(C(c3ccc(N(C)C)cc3)c3nnnn3C(C)(C)C)CC2)c1 (stereo not given),2,x,0.4,16,-15,32,2,3,9,-2.2,16
O=P1(O)C=C(c2ccccc2)NC(c2ccccc2)=C1,-3,-9,-0.2,13,-30,x,-5,2,-2,3.6,9
O=C(O)CCCC(=O)Nc1cccc(C(F)(F)F)c1,-1,-5,-0.4,10,-24,x,-1,2,5,0.2,2
CSc1ccccc1NC(=O)CN(C)C(=O)c1ccc(NC(=O)c2cccs2)cc1,42,-2,0.0,1,16,x,2,0,0,-0.2,-1
O=C1c2ccncc2C(=O)N1CO,2,x,0.2,16,-14,7,-1,3,-7,1.6,8
Cc1cc(NC(CC(C)C)C(=O)O)nc(Cc2ccccc2)n1 (stereo not given),-2,0,0.0,9,-31,x,4,2,2,-0.1,2
COC(=O)N/N=C/c1ccc(OC(=O)/C=C/c2ccco2)cc1,-3,5,-0.1,12,-8,6,-3,0,x,0.7,-16
Cc1nn(CC(=O)NCCCN2CCC(N3CCCCC3)CC2)c(=O)c2cc(-c3ccccc3)nn12,-6,-2,0.0,5,-16,-4,10,2,-22,-0.6,78*
CCOC(=O)CNC(=O)Cn1cnc2c(cnn2-c2ccc(C)cc2)c1=O,8,-7,0.0,11,18,-5,-12,-1,-1,0.2,1
CCCCC(CC)C1OCC(CN2CCCC2)O1 (stereo not given),4,-6,0.0,13,-24,2,0,0,1,3.0,3
Cc1ccc(S(=O)(=O)N2CCOCC2)cc1NC(=O)COC(=O)C1=COCCO1,-9,-6,-0.2,3,-22,24,3,4,9,0.0,1
CN1CCN(c2ccccc2NC(=O)c2cc(Br)ccc2Cl)CC1,-13,-4,0.0,13,11,3,-2,4,7,0.3,15
Cc1ccc(C(=O)N/N=C/c2ccc3c(c2)OCO3)o1,3,-3,-0.1,-184,-69,-9,-3,2,-47,-3.6,-170
CCCOc1cc(C)c(S(=O)(=O)n2nnc3ccccc32)cc1C,1,-3,-0.3,14,-5,x,-8,-2,1,-0.8,7
O=C(O)CCCC(=O)Nc1cc([N+](=O)[O-])ccc1O,0,-3,-0.2,0,-24,7,-3,0,10,-0.3,-1
CC(NC(=O)c1ccccc1)C(=O)NNC(=O)c1ccccc1Cl (stereo not given),-1,-2,0.0,16,-12,4,1,2,2,-0.5,9
Cn1c(=O)c2c(nc(CN3CCC(C(N)=O)CC3)n2CCc2ccccc2)n(C)c1=O,-1,-8,0.4,7,-6,15,5,1,5,0.3,-3
CCc1cccc(NC(=O)CCC(=O)O)c1,-1,-3,-0.2,15,-17,1,0,1,-5,0.4,6
CCOC(=O)c1c(C)[nH]c(C(=O)OCc2ccc(C)cc2)c1C,-1,x,0.3,-271,-121,-3,3,3,-61,-0.4,-247
CC(C)c1ccc(Nc2ncccc2C#N)cc1,0,x,-0.2,-199,-55,4,3,1,-39,-1.6,-244
C#CCOCCOCCOCCNc1nc(N2CCN(C(=O)[C@H]([C@@H](C)CC)n3cc([C@@H](N)CO)nn3)CC2)nc(N2CCN(C(=O)[C@H](CCCCN)n3cc([C@@H](N)CO)nn3)CC2)n1,-11,-13,-0.2,0,10,8,-4,x,0,1.0,-34
COc1ccc(N2CCN(C(=O)COC(=O)Cc3c(F)cccc3Cl)CC2)cc1,-4,-6,0.2,1,-12,0,5,0,1,-0.5,2
c1ccc(-c2onc3c2CCCC3)cc1,-3,x,-0.1,-12,11,6,-2,1,-20,1.4,-7
CC(CO)NS(=O)(=O)c1cc(Cl)ccc1F (stereo not given),0,-6,-0.2,9,-18,-8,-6,x,x,-1.2,5
Cc1ccc(-c2csc3ncnc(N4CCN(C(=O)c5ccco5)CC4)c23)cc1,0,-2,0.0,21,6,11,-10,6,3,0.1,27
COc1cccc(/C=N/NC(=O)c2ccc(=O)[nH]n2)c1O,4,-5,0.1,-19,-45,-4,2,-4,-4,-0.5,0
Cc1onc(-c2ccc(Cl)cc2)c1-c1ccnn1S(=O)(=O)c1ccc(Cl)cc1,-3,-4,0.3,12,-24,2,4,-6,-14,1.3,23
Cc1ccc(Oc2ccc(OCC(=O)NC3CCS(=O)(=O)C3)cc2)cc1 (stereo not given),6,-8,0.8,26,21,-11,-20,1,9,-0.5,17
CCC(=O)OCCn1c(=O)c2cc3c(=O)n(CCOC(=O)CC)c(=O)c3cc2c1=O,2,-9,0.0,-10,-1,-6,5,-4,-14,2.0,-1
CCCC(c1nnnn1CS(=O)(=O)c1ccc(C)cc1)N1CCN(CC)CC1 (stereo not given),7,-5,0.0,1,-15,-2,5,2,2,0.2,23
CC1(C)SC2c3ccccc3C(=O)N2[C@@H]1C(=O)NCc1ccco1 (stereo not given in full),1,-6,0.0,2,-27,-4,2,-1,-4,-0.9,4
COC(=O)c1ccccc1NC(=O)C1CCCCC1C(=O)O (stereo not given),-1,-7,0.0,-69,-13,-6,-2,1,10,-1.5,-65
N#CC(C(=O)NCc1ccco1)c1nc2ccccc2nc1N1CCOCC1 (stereo not given),14,-10,2.3,7,12,-8,2,5,9,1.6,20
NC(=O)C1Cc2ccccc2CN1S(=O)(=O)c1ccc(Cl)s1 (stereo not given),-14,-2,0.1,13,-29,u,12,0,2,-0.1,9
Cc1nc2nc(SCC(=O)c3cccc([N+](=O)[O-])c3)[nH]c2cc1Br,6,-5,0.0,-139,-36,-5,0,0,-2,-2.3,-109
CCC1CCCCN1CCCNC(=O)COc1cc(=O)n(C)c2ccccc12 (stereo not given),-1,-5,-0.3,9,-14,-1,13,2,-7,-1.9,3
CCCc1cc(=O)oc2cc(C)cc(OC(C)C(=O)NCCCn3ccnc3)c12 (stereo not given),-2,-15,-0.2,-1,15,-3,5,1,1,0.3,0
CCOC(=O)N1CCC(NC(=O)CCC(=O)N2CC(C)Oc3ccccc32)CC1 (stereo not given),0,x,0.7,7,-11,-1,-6,-2,2,-1.6,8
Cc1ccc(-n2c(SCC(=O)NC3CCS(=O)(=O)C3)nc3ccccc3c2=O)cc1C (stereo not given),-1,-6,0.0,-1,1,-6,5,2,-2,-0.4,8
CC1CCCN(C(=O)C(=O)c2cn(CC(=O)N3CCCCCC3)c3ccccc23)C1 (stereo not given),36,-6,-0.1,17,-2,-5,10,4,-2,-0.5,13
O=C(CCCCCn1c(=O)[nH]c2ccccc2c1=O)N1CCN(Cc2ccc3c(c2)OCO3)CC1,-1,-4,-0.1,26,-4,-8,-15,3,6,1.7,1
CN(C)CCCN1c2ccccc2Sc2ccc3ccccc3c21,4,-8,0.6,-14,18,-16,-3,x,0,-1.2,61*
CC(C)CNC(=O)COC(=O)c1cccc(S(=O)(=O)NCC(F)(F)F)c1,1,-2,0.0,8,-26,-1,1,2,11,3.4,-5
CC(C[N+](C)(C)C)OC(N)=O (stereo not given),-4,-5,-0.2,2,-25,-3,-1,-3,5,0.5,1
COc1ccccc1C(=O)Nn1c(C2CCC2)nc2ccccc2c1=O,0,-10,0.0,5,-22,-6,-5,0,11,-1.5,11
COCc1nnc(NS(=O)(=O)c2ccccc2)s1,-3,x,0.1,18,-20,x,-7,2,-3,0.3,7
CNC(=O)CSc1nc2c([nH]c3ccccc32)c(=O)n1CCOC,3,4,-0.4,19,-2,7,11,5,17,-1.0,-6

# More structures:
SMILES,Granule exo inh,CaV13 FRET inh,aDG glyco act,HIF-2a inh,NR2E3 ag-1,Vif inh,PDI inh,NR2E3 ag-2,TRPM1 prom inh,iPSC survival up,Peg3 prom inh
O=C(Nc1cccc(-c2cnc3ccccc3n2)c1)c1ccco1,4,x,-0.1,-137,-139,-13,1,-2,-13,1.9,-133
NS(=O)(=O)c1ccc(CNC(=O)c2ccc(C(=O)c3ccccc3)cc2)cc1,-3,-6,-0.1,-8,-14,-4,-5,x,4,-0.9,4
CCCNC(=O)c1ccc2c(c1)nc(C)n2-c1cccc(Cl)c1,8,-18,0.1,-5,-22,-5,3,-1,3,-0.4,-21
COCCn1c(=O)[nH]c2cc(C(=O)Nc3ccc(OC)c(Cl)c3)ccc2c1=O,16,x,-0.1,2,5,u,-22,5,-5,-0.2,6
CCOC(=O)c1oc2c(c1C)C(=O)CCC2,-3,-4,-0.1,-6,-14,-4,-1,0,14,-0.8,14
O=C(Oc1ccc(Br)cc1C(=S)N1CCOCC1)c1ccc(F)cc1,-16,x,0.2,11,-4,-2,4,-1,21,-0.4,14
N#Cc1ccc(CC(=O)c2ccccc2)[nH]c1=O,22,-15,0.1,-2,15,15,-4,x,-4,0.4,-13
Nc1cccc(C(=O)OCC(=O)NC2CCCc3ccccc32)c1 (stereo not given),7,-4,0.0,5,3,-7,1,1,7,-0.4,-2
COc1ccc(C(=O)/C=C/Nc2ccc(C)cn2)cc1OC,-1,x,0.4,-242,-114,u,-8,-3,-15,-0.3,-304

# Part of the list above in another layout:
# Below each SMILES – Granule exo inh | CaV13 FRET inh | aDG glyco act | HIF-2a inh | NR2E3 ag-1 | Vif inh | PDI inh | NR2E3 ag-2 | TRPM1 prom inh | iPSC survival up | Peg3 prom inh
> CCCNC(=O)c1ccc2c(c1)nc(C)n2-c1cccc(Cl)c1
    8 | -18 | 0.1 | -5 | -22 | -5 | 3 | -1 | 3 | -0.4 | -21
> O=C(Oc1ccc(Br)cc1C(=S)N1CCOCC1)c1ccc(F)cc1
    -16 | x | 0.2 | 11 | -4 | -2 | 4 | -1 | 21 | -0.4 | 14
> Nc1cccc(C(=O)OCC(=O)NC2CCCc3ccccc32)c1 (stereo not given)
    7 | -4 | 0.0 | 5 | 3 | -7 | 1 | 1 | 7 | -0.4 | -2

# Assay outcomes: PubChem BioAssay, several laboratories
